EBI2 block = EBI2 receptor antagonists, beta-arrestin recruitment, primary screen, cell-based, luminescence, 7a,25-OHC stimulation, uHTS; inhibition, % at 5 µM; AID 651636, 2012; 360,000 compounds, 0.81% hits; 7a,25-OHC stimulated; G-protein coupled receptor 183 (Homo sapiens), P32249; in the data active means inhibition above about 38%;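 further: enzyme fragment complementation signal reports receptor beta-arrestin coupling in cells; 0% = agonist plus DMSO wells and 100% = wells without agonist; some results beyond the cut were filed as inactive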
Target sequence (P32249 whole entry, looked up, the tested form may be a part): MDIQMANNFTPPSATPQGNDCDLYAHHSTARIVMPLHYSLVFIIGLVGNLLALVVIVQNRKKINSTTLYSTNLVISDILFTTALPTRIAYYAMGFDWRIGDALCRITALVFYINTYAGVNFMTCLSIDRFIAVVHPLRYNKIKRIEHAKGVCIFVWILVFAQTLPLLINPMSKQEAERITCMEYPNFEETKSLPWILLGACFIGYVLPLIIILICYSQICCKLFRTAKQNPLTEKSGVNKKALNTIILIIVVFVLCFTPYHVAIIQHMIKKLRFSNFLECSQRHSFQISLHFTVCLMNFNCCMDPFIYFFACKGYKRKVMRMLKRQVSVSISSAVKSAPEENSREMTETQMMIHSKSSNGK
APJ ag = agonists of human apelin receptor APJ, primary screen, CHO-K1 cells, PathHunter beta-arrestin, luminescence | P35414 | activation, % at 20 µM | 330,000 compounds, 0.11% hits | 0% DMSO wells, 100% apelin;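 active means activation more than six SD over the plate average, tested at 20 µM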;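 further: 0% = DMSO alone and 100% = apelin-13 at 10 nM; some results filed as inactive read as strong as hits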
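Assay system: CHO-K1 APJ beta-arrestin complementation cell line / Compound: single test compound dose, 20 µM final, 1% DMSO / Times: overnight seeding, 90 min compound at 25 °C, 1 h detection / Technique: beta-gal luminescence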
tim23-1 inh = growth inhibitors of tim23-1 mutant yeast, primary screen, luminescence, uHTS. S. cerevisiae tim23-1 growth, BacTiter-Glo luminescence, 24 h. 330,000 compounds, 1.3% hits. inhibition, % at 20 µM;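 active means growth inhibition of the mutant yeast at or above 50%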;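 further: temperature-sensitive mutant grown at 25 °C; plate controls were DMSO-treated mutant yeast for no effect and medium wells lacking yeast for full effect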
Mdm2 MdmX PPI = inhibitors of human Mdm2-MdmX association, primary screen, cell-based, luminescence, split luciferase, SaOS-2, uHTS. Protein Mdm4 (Homo sapiens) + E3 ubiquitin-protein ligase Mdm2 (Homo sapiens), …. SaOS-2 split-luciferase Mdm2/MdmX complementation. inhibition, % at 8 µM. 330,000 compounds, 3% hits. AID 485346, 2010;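 active means inhibition of at least 50% at 8 µM in the primary screen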
APJ antagonist = antagonists of human apelin receptor APJ, primary screen, CHO-K1 cells, beta-arrestin complementation, luminescence; P35414; inhibition, % at 20 µM; 330,000 compounds, 0.32% hits; AID 2521, 2010;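 active means inhibition above about 40% at 20 µM, limit read from the data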;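 further: cells challenged with 10 nM apelin-13 agonist together with compound; plate controls were apelin-13 plus DMSO wells for no effect and DMSO wells lacking apelin-13 for full effect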
XBP1 UPR activ = activators of adaptive XBP1 UPR arm, primary screen, cell-based, CHO-XBP1 luciferase reporter, luminescence, uHTS. IRE1-XBP1 UPR activation; percent of tunicamycin response, DMSO as zero. AID 463104, 2010. activation, % at 20 µM. 330,000 compounds, 0.33% hits;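 active means versus positive control, 20 µM dose yields 30% or more activation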;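 further: 100% = tunicamycin at 10 µg/mL and 0% = DMSO only wells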
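assay system = CHO-XBP1 luciferase reporter cells | amount = 1000 cells/well | buffer or medium = F12 plus 10% FBS | compound dosing = single point, 20 µM final compound, 1% DMSO | incubation = 16-18 h cell attachment at 37 °C, then 6 h compound exposure | detection = Steady-Glo luminescence read | controls = tunicamycin 10 µg/mL and vehicle-only wells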
CXCR6 inh = CXCR6 receptor inhibitors, primary screen, cell-based, beta-arrestin, luminescence, CHO-K1 PathHunter, 1536-well; inhibition, % at 20 µM; AID 602244, 2012; 360,000 compounds, 0.36% hits; C-X-C chemokine receptor type 6 (Homo sapiens), O00574; in the data active means inhibition above about 34%, passing the limit was not always enough;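 further: antagonist mode with CXCL16 agonist at 10 nM final; 0% = 10 nM CXCL16 with DMSO and 100% = unstimulated wells without agonist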
Target sequence (O00574 whole entry, looked up): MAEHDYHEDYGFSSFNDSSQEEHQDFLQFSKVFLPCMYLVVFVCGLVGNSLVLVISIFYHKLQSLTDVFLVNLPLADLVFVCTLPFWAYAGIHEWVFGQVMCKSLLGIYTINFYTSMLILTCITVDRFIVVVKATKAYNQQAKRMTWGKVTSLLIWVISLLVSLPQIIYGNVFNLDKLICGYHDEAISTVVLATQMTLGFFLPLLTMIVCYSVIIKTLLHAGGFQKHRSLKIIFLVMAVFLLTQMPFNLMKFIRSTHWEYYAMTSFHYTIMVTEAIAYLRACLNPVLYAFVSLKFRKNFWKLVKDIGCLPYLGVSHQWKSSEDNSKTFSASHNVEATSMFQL
CCR6 antagonist = CCR6 receptor antagonists, primary screen, cell-based, CHO-K1, luminescence, beta-arrestin, uHTS; C-C chemokine receptor type 6 (Homo sapiens), P51684; CHO-K1 CCR6 PathHunter beta-arrestin, CCL20-stimulated; inhibition, % at 20 µM; 340,000 compounds, 0.49% hits; AID 493098, 2011;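 active means compounds whose inhibition of the agonist-driven luminescence signal at 20 µM reaches about 50%, limit read from the data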;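 further: cells stimulated with CCL20 at 14 nM final; plate controls were DMSO with CCL20 for no effect and DMSO without agonist for full effect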
Target sequence (P51684 whole entry, looked up): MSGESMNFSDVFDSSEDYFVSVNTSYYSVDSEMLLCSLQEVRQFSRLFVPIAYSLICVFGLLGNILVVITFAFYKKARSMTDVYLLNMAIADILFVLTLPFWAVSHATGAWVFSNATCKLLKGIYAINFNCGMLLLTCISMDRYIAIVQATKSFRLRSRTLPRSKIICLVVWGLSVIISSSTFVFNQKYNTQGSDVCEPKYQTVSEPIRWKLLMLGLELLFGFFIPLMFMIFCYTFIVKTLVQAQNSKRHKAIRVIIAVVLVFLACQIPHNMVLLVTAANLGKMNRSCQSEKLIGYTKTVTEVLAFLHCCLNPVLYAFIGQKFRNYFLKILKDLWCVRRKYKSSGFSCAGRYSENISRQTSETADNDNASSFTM
UPR CHOP act = activators of apoptotic CHOP UPR arm, primary screen, cell-based, CHO-CHOP luciferase reporter, luminescence, uHTS. UPR activation; percent of tunicamycin response over DMSO baseline. activation, % at 10 µM. 330,000 compounds, 0.34% hits. AID 449763, 2010;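 active means at 10 µM dose, activation of 40% or more, normalized to positive control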;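 further: 100% = tunicamycin at 10 µg/mL and 0% = DMSO alone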
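Assay system: CHO-CHOP cells, stable luciferase reporter of PERK-eIF2a-CHOP signalling / Buffer or medium: F12 plus 10% serum / Compound dosing: one dose, 10 µM in 0.5% DMSO / Times: 6 h compound treatment, 37 °C / Technique: luciferase luminescence / Read-out: % reporter activation, DMSO baseline versus tunicamycin full activation / Benchmarks: tunicamycin and DMSO controls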
An asterisk follows results filed as active; . = no result given. Not all compounds are listed. The share of hits here may be higher or lower than overall.

SMILES	EBI2 block	APJ ag	tim23-1 inh	Mdm2 MdmX PPI	APJ antagonist	XBP1 UPR activ	CXCR6 inh	CCR6 antagonist	UPR CHOP act
Cc1cc(N2CCN(C)CC2)nc2ccc(NC(=O)CCC(=O)NCCCOC(C)C)cc12	-4	-2	-3	-30	11	-5	-1	0	1.9
COc1ccc(S(=O)(=O)NCCCCOc2ccc(Cl)cc2)cc1	6	0	46	20	-15	-3	-4	8	1.2
O=[N+]([O-])c1ccc2c(c1)C(N1CCOCC1)/C(=C/C1(O)CCCCC1)O2 (stereo unspecified)	11	2	15	-4	2	-1	0	22	1.5
COc1ccc(CNC(=O)CSc2nnc3c(Cl)cc(C(F)(F)F)cn23)cc1OC	-15	4	2	19	-17	0	-3	-4	0.6
CS(=O)(=O)c1ccc(Cl)c(NC(=O)CSc2nc3ccccc3c(=O)n2CCCN2CCOCC2)c1	-8	-3	7	21	5	-2	9	11	-0.3
CCOc1ccc2nc(NC(NC(C)=O)(C(=O)OC)C(F)(F)F)sc2c1 (stereo unspecified)	-2	-1	-1	29	27	0	5	-8	0.4
CC(=O)NCCC(=O)Nc1cc(S(=O)(=O)N2CCOCC2)ccc1Oc1ccc(F)cc1	2	-6	7	9	-4	1	4	18	2.4
COc1ccc(-n2nnnc2-c2nc3ccccc3s2)cc1	-2	-1	-10	-16	7	-5	0	27	4.3
CSCc1ccc(C(=O)NCc2ccc(F)cc2)cc1	19	-2	11	1	-11	1	-8	17	10
CCN(C(=O)CCc1nnc2ccc(N3CCC4(CC3)OCCO4)nn12)c1ccccc1	-2	-4	14	18	13	-2	-3	0	2.2
CCN(C(=O)CSc1nc2cc(S(=O)(=O)N(CC)CC)ccc2o1)C1CCS(=O)(=O)C1 (stereo unspecified)	-1	-3	10	-10	9	-3	4	-4	0.6
CC(=O)NCCC(=O)Nc1cc(F)ccc1C	-1	-2	13	32	17	-4	-5	8	0.9
COc1ccc(OC)c(NC(=O)COC(=O)c2nc(Cl)ccc2Cl)c1	-15	0	25	4	8	-3	-2	4	0.4
O=C1c2ccccc2S(=O)(=O)c2cc(N3CCN(C(=O)c4ccccc4)CC3)ccc21	.	7	8	42	-12	4	.	-3	0.8
COC(=O)c1ccc(COn2nnc3ccccc32)cc1	-2	-3	-2	-43	5	-3	0	-7	4.4

11 structures already listed, arranged by length of the SMILES, falling:
SMILES	EBI2 block	APJ ag	tim23-1 inh	Mdm2 MdmX PPI	APJ antagonist	XBP1 UPR activ	CXCR6 inh	CCR6 antagonist	UPR CHOP act
CS(=O)(=O)c1ccc(Cl)c(NC(=O)CSc2nc3ccccc3c(=O)n2CCCN2CCOCC2)c1	-8	-3	7	21	5	-2	9	11	-0.3
CCN(C(=O)CSc1nc2cc(S(=O)(=O)N(CC)CC)ccc2o1)C1CCS(=O)(=O)C1 (stereo unspecified)	-1	-3	10	-10	9	-3	4	-4	0.6
O=[N+]([O-])c1ccc2c(c1)C(N1CCOCC1)/C(=C/C1(O)CCCCC1)O2 (stereo unspecified)	11	2	15	-4	2	-1	0	22	1.5
Cc1cc(N2CCN(C)CC2)nc2ccc(NC(=O)CCC(=O)NCCCOC(C)C)cc12	-4	-2	-3	-30	11	-5	-1	0	1.9
CCN(C(=O)CCc1nnc2ccc(N3CCC4(CC3)OCCO4)nn12)c1ccccc1	-2	-4	14	18	13	-2	-3	0	2.2
COc1ccc(CNC(=O)CSc2nnc3c(Cl)cc(C(F)(F)F)cn23)cc1OC	-15	4	2	19	-17	0	-3	-4	0.6
CCOc1ccc2nc(NC(NC(C)=O)(C(=O)OC)C(F)(F)F)sc2c1 (stereo unspecified)	-2	-1	-1	29	27	0	5	-8	0.4
COc1ccc(OC)c(NC(=O)COC(=O)c2nc(Cl)ccc2Cl)c1	-15	0	25	4	8	-3	-2	4	0.4
COc1ccc(S(=O)(=O)NCCCCOc2ccc(Cl)cc2)cc1	6	0	46	20	-15	-3	-4	8	1.2
COC(=O)c1ccc(COn2nnc3ccccc32)cc1	-2	-3	-2	-43	5	-3	0	-7	4.4
CSCc1ccc(C(=O)NCc2ccc(F)cc2)cc1	19	-2	11	1	-11	1	-8	17	10

Other entries follow:
SMILES	EBI2 block	APJ ag	tim23-1 inh	Mdm2 MdmX PPI	APJ antagonist	XBP1 UPR activ	CXCR6 inh	CCR6 antagonist	UPR CHOP act
Cc1ccccc1CN1C(=O)c2ccccc2Sc2ccc(C(=O)NCCN3CCOCC3)cc21	12	1	-64	12	12	-4	-12	16	-1.4
O=C(c1ccc(C(F)(F)F)cc1)C1CCCN(C(=O)CCn2cncn2)C1 (stereo unspecified)	-9	-1	-1	16	19	-4	-1	0	3.5
CC(C)(C)NC(=O)CSc1ccc(S(=O)(=O)N2CCOCC2)cn1	-19	-2	10	16	13	0	-2	7	-0.1
O=C(OCC(=O)c1ccc(Cl)s1)c1cnccn1	4	-4	14	15	1	-2	-3	22	1.4
CCCCN(C(=O)c1nn(C)c(=O)c2ccccc12)c1c(N)n(CC(C)C)c(=O)[nH]c1=O	-8	0	1	27	5	-1	-2	-2	-1.1
O=[N+]([O-])c1cccc(CSc2nc3ccccc3[nH]2)c1	10	-1	39	-11	-14	3	-13	23	5.9
Cc1cccc(N2CCN(C(=O)c3cc4ccccc4oc3=O)CC2)c1C	2	-1	48	-28	8	1	-4	-5	4.2
O=C(COC(=O)CCC(=O)c1ccccc1)NNC(=O)c1ccc(Cl)cc1	-11	-5	1	-18	20	0	-8	1	1.6
COc1ccccc1NS(=O)(=O)c1cc(NC(=O)c2sc3cc(Cl)ccc3c2Cl)ccc1C	10	-2	-4	53*	17	3	-2	-34	0.9
COc1cc(NS(=O)(=O)c2cn(C)cn2)cc(OC)c1OC	-4	3	-3	12	26	0	2	-12	1.8
COc1ccc(S(=O)(=O)N2CCOCC2)cc1NC(=O)CN1CCC(Cc2ccccc2)CC1	18	3	16	11	-7	-1	9	32	0.3
CCOC(=O)Cn1c(=O)oc2cc(S(=O)(=O)N3CCCC(C(=O)OCC)C3)ccc21 (stereo unspecified)	-3	-5	-1	5	-5	-4	-5	-9	1.4
COC(=O)CC1COc2ccccc2N1C(=O)c1ccc(C(C)(C)C)cc1 (stereo unspecified)	9	0	53*	-1	9	-1	7	0	-0.8
CN(C)CCOC(=O)/C(=C/c1cn(C)c2ccccc12)NC(=O)c1ccccc1	-2	2	2	-33	1	-4	-1	6	-1.7
Cc1ccc(S(=O)(=O)c2cc3ccccc3oc2=O)cc1	7	-3	-5	-6	1	-2	0	3	-1.2
CCS(=O)(=O)c1ccc2c(c1)N(S(=O)(=O)c1ccc(Cl)cc1)CC(C(=O)O)O2 (stereo unspecified)	-7	-2	-2	23	7	-3	-9	13	0.5
COc1cccc2c1cc1c(=O)n(CC(=O)N3CCCCCC3)nc(C)n12	0	-4	20	-5	21	-4	0	-6	-1.0
O=C1OCC/C1=C\c1ccc2c(c1)OCO2	-10	-4	2	28	1	3	3	12	-1.3
Cc1ccc(NC(=O)CN(c2cc(C)cc(C)c2)S(=O)(=O)c2c(C)noc2C)nc1	19	0	34	7	-6	-4	2	24	2.7
O=C(NNC(=O)C1CCCCC1)c1ccncc1	-2	0	5	-4	6	2	5	4	2.5
O=C(O)CNS(=O)(=O)c1c(Cl)cccc1Cl	2	-3	-1	1	1	-2	-5	-1	2.7
CCOc1ccc(-n2ccnc2)nn1	0	-4	-1	16	10	2	-2	1	2.3
C=CCNC(=O)c1cc(-c2ccc3c(c2)OCO3)on1	2	0	13	-60	14	-6	-1	12	-0.3
Fc1ccc(-c2cnc3n2CCCCC3)cc1	-3	-2	6	18	4	-1	3	-8	-0.1
Nc1ccc(S(=O)(=O)NCc2ccccn2)cc1	-7	-1	-3	6	-25	-1	0	12	1.8
O=C(c1cccs1)N1CCN(c2ncccn2)CC1	-9	9	16	-13	-14	2	-13	4	-1.5
CCCC1=C(C(=O)OCC)C(/C=C/c2ccccc2)n2ncnc2N1 (stereo unspecified)	10	3	12	48	0	4	2	-3	1.0
O=C(NCC(F)(F)F)c1ccc(S(=O)(=O)Nc2ccccc2N2CCCC2)cc1	-6	4	4	-10	3	-2	-11	0	-0.5
O=C(COC(=O)c1ccc(Cl)cc1)NC(=O)NC1CCCC1	-5	0	-1	21	2	-2	4	3	-0.7
Cc1c(Br)c([N+](=O)[O-])nn1C(C)C(=O)NCc1cccs1 (stereo unspecified)	-3	2	10	11	22	-3	6	0	0.7
CN(C)S(=O)(=O)N1CCN(c2cccc(Cl)c2)CC1	11	-4	4	-12	0	2	0	-6	-2.2
Cc1cc(NS(=O)(=O)c2ccc(NC(=O)c3cc4cc(Br)ccc4oc3=O)cc2)no1	-6	-3	-26	-10	4	-2	6	24	-1.2
COC(=O)c1ccccc1N(C)S(=O)(=O)c1cc2c3c(c1)CCC(=O)N3CCC2	-3	9	17	-16	16	-1	2	10	-0.7
Cc1cccc(OCCC(=O)OCC(=O)N2CCc3ccccc32)c1	-1	-4	22	27	5	-3	2	-6	-1.5
CC1CCc2sc3ncnc(N4CCN(C)CC4)c3c2C1 (stereo unspecified)	4	-2	-7	16	17	-3	0	-9	1.0
COC(=O)COc1ccc2oc(=O)cc(-c3cc4ccccc4o3)c2c1	15	1	5	-8	-8	-4	4	-12	0.9
CCC(CC)NC(=O)c1cccc(Br)c1	-3	0	0	1	20	0	2	1	-0.4
COc1ccccc1N1CCN(C2CCN(C(=O)c3cccs3)CC2)CC1	0	1	-5	16	0	-1	-2	-6	-1.2
COc1ccc(/C=C/c2nc(S(=O)(=O)c3ccccc3)c(N(C)C)o2)cc1	8	8	16	16	3	-3	12	7	-0.5
CC1CCCN(C(=O)C2CCN(c3nc(-c4ccccc4)nc4c3CCC4)CC2)C1 (stereo unspecified)	9	-5	35	10	-6	-5	0	11	0.3
COc1ccc2c(c1)c(C(=O)CN1CCC3(CC1)OCCO3)c(C)n2C	4	-2	3	19	2	-1	-2	9	-1.2

Source: PubChem BioAssay (Sanford-Burnham Center for Chemical Genomics)
